KCNK3 inh – human KCNK3 channel inhibitors, primary screen, CHO cells, FluxOR thallium flux, B-score; 340,000 tested, 0.84% active; FluxOR fluorescence; stronger effect = lower value; B-score at 10 µM;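 active means B-score under library mean minus 4 SD, starting fluorescence ratio at most library mean plus 5 SD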;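 further: more negative B-score means stronger inhibition of thallium flux through KCNK3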
Target sequence (O14649 whole entry, looked up): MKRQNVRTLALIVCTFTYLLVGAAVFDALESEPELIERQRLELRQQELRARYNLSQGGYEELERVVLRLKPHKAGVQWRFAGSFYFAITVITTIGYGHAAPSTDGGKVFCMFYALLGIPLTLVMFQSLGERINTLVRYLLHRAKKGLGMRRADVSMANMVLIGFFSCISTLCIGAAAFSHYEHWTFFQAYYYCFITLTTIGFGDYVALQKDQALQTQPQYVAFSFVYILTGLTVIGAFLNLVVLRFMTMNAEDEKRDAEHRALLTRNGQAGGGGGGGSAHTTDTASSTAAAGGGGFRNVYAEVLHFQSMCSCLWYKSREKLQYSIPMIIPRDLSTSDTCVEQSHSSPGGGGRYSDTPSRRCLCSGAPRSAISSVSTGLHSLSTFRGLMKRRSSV
TRPC4 PAM – positive allosteric modulators of TRPC4, primary screen, cell-based, mouse TRPC4beta, HEK293 mu-opioid, Fluo-4 calcium | Short transient receptor potential channel 4 (Mus musculus), Q9QUQ5 | 310,000 tested, 0.42% active | DAMGO EC20, Fluo-4 Ca2+ flux; stronger effect = higher value | B-score at 10 µM | AID 2227, 2009;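 active means B-score of calcium response area above 5 SD of library B-scores, with initial fluorescence ratio within 5 SD of library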;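 further: B-score of integrated fluorescence ratio over time as area under calcium response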
Dyrk1A ADPGlo – rat Dyrk1A kinase inhibitors, primary screen, biochemical, single point, plate reader | Dual specificity tyrosine-phosphorylation-regulated kinase 1A (Rattus norvegicus), Q63470 | 310,000 tested, 0.43% active | inhibition, % at 12.5 µM | ADP-Glo luminescence, NFATc1 peptide; in the data active means inhibition above about 50%;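 further: plate controls were vehicle with enzyme for no effect and no enzyme for full effect; many of its hits are not listed in these tables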
KCNQ1 block – inhibitors of human KCNQ1 channel, primary screen, cell-based, thallium flux, high-throughput. B-score at 10 µM. 310,000 tested, 1.3% active. AID 2642, 2010. Potassium voltage-gated channel subfamily KQT member 1 (Homo sapiens), P51787. CHO-K1 KCNQ1, FluxOR thallium flux fluorescence; stronger effect = higher value;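 active means compounds whose thallium flux B-score, printed positive for inhibition, exceeds three library SD while starting fluorescence stays within three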;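 further: channel opened by potassium depolarization with thallium stimulus after 20 min compound exposure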
hERG protect – hERG rescue from dofetilide block, primary screen, cell-based, CHO-hERG, FluxOR thallium flux, dofetilide IC70; dofetilide IC70 present; activation (rescue from dofetilide block), less the hit threshold, % at 10 µM; 310,000 tested, 0.51% active; AID 1511, 2009;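 active means activation above the mean of controls blocked by dofetilide plus 5 SD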;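 further: thallium influx through hERG after potassium depolarization seen as dye fluorescence rise; in these data hits start at about 4.7%; inactives centre near -7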
TMEM16A act – TMEM16A chloride channel activators or potentiators, primary screen, cell-based, HTS; Anoctamin-1 (Mus musculus), Q8BHY3; HEK293 TMEM16A/YFP-H148Q/I152L, iodide quench fluorescence; stronger effect = lower value; B-score at 10 µM; 340,000 tested, 0.3% active; AID 623877, 2012;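 active means fluorescence-ratio B-score plate-corrected deviation score at least 3 library SD below zero, with starting fluorescence score within 5 deviations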;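 further: channel opened by trigger with iodide after compound preincubation; score built on the fluorescence ratio of max minus min over baseline; more negative score means more quench and so TMEM16A activation or potentiation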
TRPC4 act – activators of mouse TRPC4 channel, primary screen, Fluo4 calcium, HEK293 TRPC4beta/mu-opioid cells | Short transient receptor potential channel 4 (Mus musculus), Q9QUQ5 | Fluo4 calcium fluorescence; stronger effect = higher value | B-score at 10 µM | 310,000 tested, 0.49% active | AID 2237, 2010;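 active means B-score above 5 SD of library B-scores, and initial fluorescence ratio not above library mean plus 5 SD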;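 further: positive B-score marks a calcium rise read as TRPC4 activation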
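Technique: kinetic Fluo4 calcium fluorescence; Test system: TRPC4beta and mu-opioid receptor HEK293 stable cells; Measure: B-scored integrated calcium fluorescence ratio; Benchmarks: low control buffer alone, high control maximal DAMGO; Schedule: 45 min room-temperature Fluo4 loading, 110 s read.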
ANO1 block – TMEM16A chloride channel inhibitors, primary screen, cell-based, HTS; HEK293 TMEM16A/YFP iodide influx fluorescence, ionomycin; normalized B-score (activity score, 25-100; higher = stronger inhibition) at 10 µM; Anoctamin-1 (Mus musculus), Q8BHY3; 310,000 tested, 1.2% active;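 active means ratio plate-corrected score three or more library SD toward inhibition, starting fluorescence score within five deviations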;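 further: score derived from kinetic fluorescence span divided by baseline fluorescence per well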
KCNK9 inh – KCNK9 potassium channel inhibitors, primary screen, HEK293 cells, thallium flux; Potassium channel subfamily K member 9 (Homo sapiens), Q9NPC2; 310,000 tested, 1.2% active; FluxOR thallium flux fluorescence; stronger effect = lower value; B-score at 10 µM;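 active means ratio B-score over 3 SD below the library mean, with starting fluorescence within 5 SD of its mean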;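 further: negative B-score means less thallium flux so channel inhibition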
Target sequence (Q9NPC2 whole entry, looked up): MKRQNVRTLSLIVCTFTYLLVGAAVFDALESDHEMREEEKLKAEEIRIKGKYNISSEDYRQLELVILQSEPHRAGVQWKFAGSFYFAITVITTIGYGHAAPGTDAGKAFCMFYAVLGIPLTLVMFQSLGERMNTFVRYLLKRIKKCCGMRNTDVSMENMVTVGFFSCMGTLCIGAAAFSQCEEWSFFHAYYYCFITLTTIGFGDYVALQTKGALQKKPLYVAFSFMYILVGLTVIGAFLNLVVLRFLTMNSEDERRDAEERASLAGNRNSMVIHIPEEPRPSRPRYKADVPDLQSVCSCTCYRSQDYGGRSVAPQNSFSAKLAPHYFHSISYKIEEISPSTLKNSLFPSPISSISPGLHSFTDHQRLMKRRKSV
KCNQ1 act – potentiators or activators of KCNQ1 channel, primary screen, cell-based, thallium flux, high-throughput | Potassium voltage-gated channel subfamily KQT member 1 (Homo sapiens), P51787 | CHO-K1 KCNQ1, thallium flux FluxOR fluorescence; stronger effect = higher value | B-score at 10 µM | 310,000 tested, 0.35% active;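 active means fluorescence ratio B-score, a plate-corrected score, at least three library SD, with initial intensity B-score within 5 SD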
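System: Stable KCNQ1 CHO-K1 line | Incubation: 90 min dye loading and 20 min compound exposure, both at room temperature | Measure: Ratio B score | Medium: Assay buffer for compound exposure, DMSO matched across wells | Compound dosing: Single-concentration screen | Probe or stimulus: K+/Tl+ depolarizing stimulus | Measured by: Kinetic FluxOR fluorescence, 10 s baseline plus 110 s post-stimulus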
HDAC3 inhib – HDAC3 deacetylase inhibitors, primary screen, biochemical, fluorescence, cell-free homogeneous | 320,000 tested, 0.15% active | Histone deacetylase 3 (Homo sapiens), O15379 | inhibition, % at 8.3 µM | recombinant HDAC3, fluorogenic peptide/trypsin coupled; in the data active means inhibition above about 26%, passing the limit was not always enough
Active calls of the source: *; i = inactive; x = not tested or not shown.

Compound | TMEM16A act | HDAC3 inhib | Dyrk1A ADPGlo | hERG protect | ANO1 block | KCNK9 inh | KCNQ1 act | KCNQ1 block | KCNK3 inh | TRPC4 PAM | TRPC4 act
O=C1CCCC/C1=C/NCc1ccccc1 | i | -2 | -4 | -12 | i | i | i | i | i | i | i
COC(=O)c1ccc(OC)c(CSc2nnc(COc3ccccc3)o2)c1 | i | 1 | -3 | -10 | i | i | i | i | i | i | i
CN1CCN(Cc2nc3c(c(=O)n(C)c(=O)n3C)n2Cc2cccc3ccccc23)CC1 | i | x | -1 | -1 | x | i | i | i | i | i | i
Cc1ccccc1N(CC(=O)NC1CCCCC1)C(=O)CNC(=O)c1cccs1 | i | -3 | -1 | -8 | i | i | i | i | i | i | i
S=c1[nH]nc(-c2ccco2)n1-c1ccccc1Cl | i | -2 | x | -10 | i | i | i | i | i | i | i
Cc1ccc(NC(=O)Cn2nnc3ccccc3c2=O)cc1C | i | -3 | x | -2 | i | i | i | i | i | i | i
O=C(Nc1ccc(S(=O)(=O)Nc2nccs2)cc1)C(F)(F)F | i | -5 | x | -11 | i | i | i | i | i | i | i
COC(=O)c1ccc(NC(=O)N(c2ccccc2)c2ccccc2)cc1 | i | -9 | 2 | -3 | i | i | i | i | i | i | i
COc1ccsc1C(=O)Nc1ccc(F)cc1F | i | -7 | 6 | -6 | i | i | i | i | i | i | i
CC(=O)N1CCCN(Cc2cn(-c3ccc(C)cc3)nc2-c2cccc(C)c2)CC1 | i | 7 | 9 | -18 | i | i | i | i | i | i | i
COc1ccc(Cc2noc(-c3ccc(OC)c(OC)c3)n2)cc1OC | i | 0 | 0 | -4 | i | i | i | i | i | i | i
O=C(O)[C@H]1CCCC[C@H]1C(=O)Nc1ccc(Nc2ccccc2)cc1 | i | 3 | -6 | -6 | i | i | i | i | i | i | i
COc1ccc(Cn2c(O)c(/C=C3/C=CC=N3)c(=O)[nH]c2=O)cc1 | -5.6* | 3 | -2 | -11 | i | i | i | i | i | i | i
CCOC(=O)C(CC(=O)Nc1nc(C(C)=O)c(C)s1)C(C)c1ccccc1 (stereo not drawn) | i | x | x | -6 | i | i | i | i | i | i | i
Cc1nc2sccn2c(=O)c1S(=O)(=O)Nc1ccc(N2CCN(C)CC2)cc1 | i | x | -6 | -3 | i | i | i | i | i | i | i
O=C(CC1C(=O)NCCN1Cc1cccc(F)c1)NCCCOc1cccnc1 (stereo not drawn) | i | -5 | -3 | -5 | i | i | i | i | i | i | i
O=C(O)c1ccccc1SCc1csc(-c2ccccc2)n1 | i | 4 | 5 | -14 | i | i | i | i | i | i | i
Cc1cccc(-n2ccc(=O)c(C(=O)O)n2)c1 | i | -4 | 2 | 2 | i | i | i | i | i | i | i
Cc1c(N/C(=N/S(=O)(=O)c2ccc(Cl)cc2)c2ccccc2)c(=O)n(-c2ccccc2)n1C | x | 2 | x | -7 | i | i | i | i | x | i | i
CCCCOc1ccc(OC(=O)c2cccnc2)cc1 | i | 7 | 0 | -1 | i | i | i | i | i | i | i
O=C(NCc1ccc(F)cc1)C(Cc1ccccc1)NS(=O)(=O)c1cccs1 (stereo not drawn) | i | -2 | -6 | 3 | i | i | i | i | i | i | i
COc1cccc2c(=O)n(CC(=O)Nc3cccc(F)c3)ccc12 | i | 6 | -1 | -3 | i | i | i | i | i | i | i
CCN(Cc1nc2ccccc2n1C)c1ccccc1 | i | -1 | x | -5 | i | i | i | i | i | i | i
CCN1CCc2nc(SCC(=O)Nc3ccc(OC)cc3)c(C#N)cc2C1 | x | 8 | 4 | -1 | i | i | i | i | i | i | i
CCC1CN(C(=O)N2CCC(C(=O)NCc3ccco3)CC2)c2cc(C)ccc2O1 (stereo not drawn) | i | -4 | 2 | -21 | i | i | i | i | i | i | i
CCC(C)C(NC=C1C(=O)OC(C)(C)OC1=O)C(=O)O (stereo not drawn) | i | -2 | 15 | 1 | i | i | i | i | i | i | i
Cc1ccc(C)c(N2N=C(C(=O)OCc3nnc(-c4ccccc4)o3)CCC2=O)c1 | i | -12 | 5 | -17 | i | i | i | i | i | i | i
Cc1cc(C)c(OCCCCN(C)C)c(Br)c1 | i | -2 | -5 | -5 | i | i | i | i | i | i | i
CCCn1cc(S(=O)(=O)c2ccc(OC)cc2)c(=O)c2cc(OC)ccc21 | i | 7 | -1 | -9 | i | i | i | i | i | i | i
O=C(NC(Cc1ccccc1)c1nc2ccccc2[nH]1)c1ccc(Cl)c([N+](=O)[O-])c1 (stereo not drawn) | i | -3 | -5 | -4 | i | i | i | i | i | i | i
Nc1cc(S(=O)(=O)N2CCCCC2)ccc1N1CCOCC1 | i | 4 | -3 | -11 | i | i | i | i | i | i | i
CC(Cc1cccs1)NC(=O)Nc1ccc(F)cc1 (stereo not drawn) | i | -10 | -4 | -12 | i | -6.6* | i | i | i | i | i
Cc1cccc(NC(=O)N2C3CCCC2CC(NC(=O)C(C)(C)C)C3)c1 (stereo not drawn) | i | 3 | 2 | -4 | i | i | i | i | i | i | i
CCOC(=O)c1c(NC(=O)COC(=O)c2ccc(O)cc2)sc(C(=O)N(C)C)c1C | i | 4 | 2 | -8 | i | i | i | i | i | i | i
Cn1cnnc1SCC(=O)c1ccc(O)c(O)c1 | i | 0 | -7 | -8 | i | i | i | i | i | i | i
COc1ccc(CN2CCC(Oc3ccc(C(=O)NCc4ccccn4)cc3)CC2)c(F)c1 | i | 5 | -3 | -12 | i | i | i | i | i | i | i
Cc1ccc(C)c(CN2C(=O)CSc3ccc(C(=O)NCCN4CCOCC4)cc32)c1 | i | -2 | -5 | -7 | i | i | i | i | i | i | i
O=C(Nc1ccc(NC(=O)c2ccccc2F)cc1)c1ccccc1F | i | 0 | 4 | -2 | i | i | i | i | i | i | i
CCOP(=O)(OCC)C(NC(=O)Nc1ccc(Cl)cc1)C(=O)N(CC)CC (stereo not drawn) | i | -2 | -2 | -8 | i | i | i | i | i | i | i
CCn1c(SCC(=O)NC2CC2)nnc1-c1ccncc1 | i | 3 | -3 | -2 | i | i | i | i | i | i | i
CC12CCC(=O)N1C(C(=O)NNC(=O)c1ccc(F)cc1)CS2 (stereo not drawn) | i | 8 | 5 | -5 | i | i | i | i | i | i | i
Cc1ccc(C)c(NS(=O)(=O)c2cc(C(=O)N3CCc4ccccc4C3)ccc2Cl)c1 | i | 9 | -4 | 4 | i | -17* | i | i | i | i | i
COc1ccc(C(C)=O)cc1COC(=O)c1cnc(Cl)c(Cl)c1 | i | 0 | 0 | -13 | i | i | i | i | i | i | i
COc1cc(C=O)ccc1Oc1cnccn1 | i | 4 | 2 | -5 | i | i | i | i | i | i | i
Cc1ccc(/C=C/C(=O)Nc2ccc(S(=O)(=O)Nc3cc(C)nc(C)n3)cc2)cc1 | i | 1 | 7 | -7 | i | i | i | i | i | i | i
Cc1ccc(C)c(S(=O)(=O)N2CCN(C(=O)CCNS(=O)(=O)c3ccccc3)CC2)c1 | i | 12 | -1 | -12 | i | i | i | i | i | i | i
Cc1ccccc1NS(=O)(=O)c1cccc(C(=O)Nc2cccc(C(=O)O)c2)c1 | i | -4 | -3 | 0 | i | i | i | i | i | i | i
O[C@@H]1CN(C2CCCCC2)CC[C@H]1N1CCN(CCc2ccccc2)CC1 | i | 1 | -3 | -5 | i | i | i | i | i | i | i

Assay outcomes (PubChem BioAssay)

Not all compounds are listed (hit frequency here may not be typical).
